Screening data (PubChem)
NSD2 inh – NSD2 (human) methyltransferase inhibition | O96028 | NSD2-SET H3K36me1 DELFIA fluorescence, biochemical | inhibition, % at 12.5 µM | 44,000 compounds, 0.07% hits | AID 624260; in the data active = inhibition above about 54%, passing the limit was not always enough; inconclusive = no clear call, values can overlap the other calls;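 also: inhibitors reduce the monomethyl H3K36 fluorescence signal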
Target sequence (O96028 whole entry, looked up): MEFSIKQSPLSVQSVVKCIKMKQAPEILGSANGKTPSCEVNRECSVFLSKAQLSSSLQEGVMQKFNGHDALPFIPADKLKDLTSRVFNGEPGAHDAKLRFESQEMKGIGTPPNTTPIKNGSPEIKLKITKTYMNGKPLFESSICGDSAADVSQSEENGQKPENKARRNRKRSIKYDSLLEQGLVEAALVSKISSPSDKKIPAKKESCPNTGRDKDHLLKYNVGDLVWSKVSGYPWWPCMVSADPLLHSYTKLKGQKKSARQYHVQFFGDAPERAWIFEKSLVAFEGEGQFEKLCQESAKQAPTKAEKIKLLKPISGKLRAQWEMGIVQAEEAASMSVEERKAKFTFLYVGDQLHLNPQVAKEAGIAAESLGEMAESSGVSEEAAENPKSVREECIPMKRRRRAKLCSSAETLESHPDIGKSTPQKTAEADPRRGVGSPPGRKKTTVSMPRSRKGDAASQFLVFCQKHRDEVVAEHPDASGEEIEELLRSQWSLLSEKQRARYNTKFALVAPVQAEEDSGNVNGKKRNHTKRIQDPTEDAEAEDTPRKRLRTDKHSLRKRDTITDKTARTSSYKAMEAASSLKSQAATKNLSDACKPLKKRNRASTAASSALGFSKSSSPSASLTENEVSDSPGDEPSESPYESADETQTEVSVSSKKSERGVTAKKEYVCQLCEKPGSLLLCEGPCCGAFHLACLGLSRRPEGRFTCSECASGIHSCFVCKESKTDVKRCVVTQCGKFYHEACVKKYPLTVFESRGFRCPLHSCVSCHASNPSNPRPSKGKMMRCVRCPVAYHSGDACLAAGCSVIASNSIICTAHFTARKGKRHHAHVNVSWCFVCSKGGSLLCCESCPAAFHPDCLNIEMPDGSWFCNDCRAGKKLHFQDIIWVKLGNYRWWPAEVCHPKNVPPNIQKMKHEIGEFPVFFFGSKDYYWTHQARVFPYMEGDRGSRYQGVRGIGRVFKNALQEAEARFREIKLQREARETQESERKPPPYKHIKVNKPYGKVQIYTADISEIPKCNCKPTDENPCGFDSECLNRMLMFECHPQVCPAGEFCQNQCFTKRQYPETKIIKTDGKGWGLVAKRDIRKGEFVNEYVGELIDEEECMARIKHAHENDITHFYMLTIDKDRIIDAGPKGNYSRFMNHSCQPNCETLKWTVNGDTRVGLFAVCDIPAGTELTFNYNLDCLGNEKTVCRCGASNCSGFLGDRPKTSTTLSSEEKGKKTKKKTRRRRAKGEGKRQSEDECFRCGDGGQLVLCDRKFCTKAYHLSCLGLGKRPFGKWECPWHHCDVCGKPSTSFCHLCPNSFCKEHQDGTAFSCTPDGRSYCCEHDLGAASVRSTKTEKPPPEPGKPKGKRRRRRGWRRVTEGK
* marks the source's active call; other numbers are inactive results; ? = inconclusive.

SMILES	NSD2 inh
O=C(C[C@H]1C[C@H]2c3cc(NC(=O)Nc4ccc(F)cc4)ccc3O[C@H]2[C@@H](CO)O1)NCC1CC1	2
C[C@H](CO)N1C[C@H](C)[C@@H](CN(C)CC2CCOCC2)Oc2ncc(C#Cc3ccccn3)cc2C1=O	-3
C[C@@H]1CCCCO[C@H](CN(C)S(=O)(=O)c2ccc(F)cc2)[C@@H](C)CN([C@@H](C)CO)C(=O)c2cc(NC(=O)Nc3ccc(F)cc3)ccc2O1	-1
C[C@H](CO)N1C[C@H](C)[C@H](CN(C)Cc2ccc(C(=O)O)cc2)Oc2ccc(NS(=O)(=O)c3cn(C)cn3)cc2CC1=O	3
CC(C)NC(=O)N(C)C[C@@H]1Oc2ccc(NS(=O)(=O)c3cn(C)cn3)cc2C(=O)N([C@H](C)CO)C[C@H]1C	5
CC(=O)N(C)C[C@@H]1Oc2cc(C#Cc3cccnc3)ccc2S(=O)(=O)N([C@H](C)CO)C[C@H]1C	-7
CC(C)NC(=O)N(C)C[C@H]1Oc2ccc(NC(=O)Nc3cccc4ccccc34)cc2C(=O)N([C@@H](C)CO)C[C@H]1C	4
CC(C)=CCCC1(C)C=Cc2c(c(C)cc3c2[nH]c2cc(O)ccc23)O1 (stereo not drawn)	-12
C[C@@H]1CN([C@H](C)CO)C(=O)c2cc(C#CC(C)(C)O)cnc2O[C@@H]1CN(C)C(=O)CN(C)C	5
CN(C)C(=O)C[C@H]1C[C@H]2c3cc(NC(=O)Nc4ccc(C(F)(F)F)cc4)ccc3O[C@H]2[C@H](CO)O1	13
COc1cc(O)c(Cc2ccccc2O)c(O)c1C(=O)CCc1ccccc1	-14
NC(=O)[C@H]1[C@@H]2C(=O)O[C@@H](c3ccccc3)[C@@H](c3ccccc3)N2[C@@H](c2ccc(OCCO)cc2)[C@]12C(=O)Nc1ccccc12	-3
Cc1noc(C)c1NC(=O)N(C)C[C@H]1Oc2ccc(NC(=O)C3CC3)cc2C(=O)N([C@H](C)CO)C[C@@H]1C	3
C[C@@H]1CN([C@H](C)CO)C(=O)Cc2cc(NS(=O)(=O)c3cccs3)ccc2O[C@H]1CN(C)Cc1ccc(C(=O)Nc2ccccc2N)cc1	-2
C[C@H](CO)N1C[C@H](C)[C@H](CN(C)C(=O)Nc2ccccc2)Oc2ncc(/C=C/c3ccccc3)cc2C1=O	-2
C[C@@H]1CN([C@H](C)CO)C(=O)c2cc(NC(=O)Nc3ccc4c(c3)OCO4)ccc2O[C@@H]1CN(C)C(=O)Nc1ccccc1	-3
C[C@H]1CCCCO[C@@H](CN(C)C(=O)c2ccccc2)[C@@H](C)CN([C@@H](C)CO)C(=O)c2cc(NS(=O)(=O)c3cccs3)ccc2O1	3
C[C@H](CO)N1C[C@H](C)[C@H](CN(C)C(=O)C2CCOCC2)Oc2ncc(-c3cccc(F)c3)cc2C1=O	4
COCC(=O)N(C)C[C@H]1Oc2ncc(C#CC(C)(C)O)cc2C(=O)N([C@@H](C)CO)C[C@H]1C	36
C[C@H](CO)N1C[C@H](C)[C@H](CN(C)Cc2ccncc2)OCCCC[C@H](C)Oc2ccc(NC(=O)Nc3cccc4ccccc34)cc2C1=O	17
CNC[C@H]1Oc2ccc(NC(=O)Nc3cccc4ccccc34)cc2C(=O)N([C@@H](C)CO)C[C@H]1C	0
C[C@@H]1CN([C@@H](C)CO)C(=O)Cc2cc(NC(=O)CCCN(C)C)ccc2O[C@H]1CN(C)Cc1ccc(-c2ccccc2)cc1	18
CCCNC(=O)N(C)C[C@H]1Oc2ncc(-c3cccc(C#N)c3)cc2C(=O)N([C@H](C)CO)C[C@H]1C	0
COc1ccc(NC(=O)Nc2ccc3c(c2)C(=O)N([C@@H](C)CO)C[C@H](C)[C@@H](CN(C)C(=O)Nc2c(C)noc2C)O3)cc1	1
COc1ccc(CN(C)C[C@@H]2Oc3ccc(NC(=O)Nc4cccc5ccccc45)cc3C(=O)N([C@H](C)CO)C[C@@H]2C)cc1	-3
SMILES	NSD2 inh
COc1ccc(O)c(/C=N/NC(=O)c2ccccc2O)c1	3
COc1ccccc1NC(=O)N[C@H]1C=C[C@H](CC(=O)N[C@H](C)c2ccccc2)O[C@@H]1CO	-1
C[C@H]1CN([C@@H](C)CO)C(=O)c2cc(NS(C)(=O)=O)ccc2O[C@H]1CN(C)CC1CCCCC1	3
CCCNC(=O)N(C)C[C@H]1Oc2ncc(-c3ccc(F)cc3)cc2C(=O)N([C@H](C)CO)C[C@H]1C	-5
C[C@H](CO)N1C[C@H](C)[C@H](CN(C)Cc2ccc3c(c2)OCO3)OCCCC[C@H](C)Oc2ccc(NS(=O)(=O)c3ccc(F)cc3)cc2C1=O	3
CC(C)NC(=O)N(C)C[C@@H]1Oc2ncc(-c3ccccc3F)cc2C(=O)N([C@H](C)CO)C[C@@H]1C	-2
Cc1ccccc1-c1cnc2c(c1)C(=O)N([C@H](C)CO)C[C@@H](C)[C@@H](CN(C)C(=O)c1ccc(F)cc1)O2	-7
COc1ccc(CN(C)C[C@H]2Oc3ccc(NC(=O)Nc4ccc5c(c4)OCO5)cc3CC(=O)N([C@@H](C)CO)C[C@@H]2C)cc1	4
C[C@H](CO)N1C[C@H](C)[C@@H](CN(C)S(=O)(=O)c2ccccc2)Oc2ccc(N(C)C)cc2C1=O	4
C[C@H]1CN([C@@H](C)CO)C(=O)Cc2cc(NC(=O)Nc3ccc(C(F)(F)F)cc3)ccc2O[C@H]1CN(C)Cc1ccc(-c2ccccc2)cc1	-2
C[C@@H]1CN([C@@H](C)CO)S(=O)(=O)c2ccc(C#CC(C)(C)O)cc2O[C@@H]1CN(C)Cc1ccncc1	3
COc1ccc(-c2coc3cc(O)ccc3c2=O)c(OC)c1O	-3
Cc1noc(C)c1NC(=O)Nc1ccc2c(c1)CC(=O)N([C@@H](C)CO)C[C@@H](C)[C@@H](CN(C)C(=O)Nc1ccc(C(F)(F)F)cc1)O2	-1
C[C@H]1CN([C@@H](C)CO)C(=O)Cc2cc(NC(=O)CCCCCC(=O)Nc3ccccc3N)ccc2O[C@@H]1CN(C)CC1CC1	-1
COc1ccc(NC(=O)N(C)C[C@H]2Oc3ccc(NC(=O)Cn4cnnn4)cc3C(=O)N([C@H](C)CO)C[C@H]2C)cc1	2
C[C@@H]1CCCCO[C@@H](CN(C)S(=O)(=O)c2ccccc2)[C@H](C)CN([C@@H](C)CO)C(=O)c2cc(NC(=O)Nc3ccc4c(c3)OCO4)ccc2O1	-1
C[C@H]1CCCCO[C@H](CN(C)C(=O)c2ccncc2)[C@@H](C)CN([C@@H](C)CO)C(=O)c2cc(N(C)C)ccc2O1	3
O=C(CCCCC(=O)N/N=C/c1cccc(Oc2ccccc2)c1)NO	-1
Cc1noc(C)c1NC(=O)Nc1ccc2c(c1)CC(=O)N([C@@H](C)CO)C[C@H](C)[C@@H](CN(C)Cc1ccc(Cl)c(Cl)c1)O2	-13
C[C@@H]1CCCCO[C@@H](CN(C)Cc2ccccc2)[C@@H](C)CN([C@H](C)CO)C(=O)c2cc(NS(=O)(=O)c3ccccc3)ccc2O1	?
C[C@@H]1CN([C@H](C)CO)C(=O)c2cccc(NC(=O)C3CCOCC3)c2O[C@H]1CN(C)Cc1ccc(Cl)c(Cl)c1	1
C[C@H](CO)N1C[C@H](C)[C@@H](CN(C)C(=O)Nc2ccc(F)cc2)OCCCC[C@H](C)Oc2ccc(NC(=O)CCC(F)(F)F)cc2C1=O	-4
C[C@@H]1CN([C@@H](C)CO)C(=O)c2cc(NS(=O)(=O)c3ccc(F)cc3)ccc2O[C@@H]1CN(C)C	3
CCCC#Cc1cnc2c(c1)C(=O)N([C@@H](C)CO)C[C@H](C)[C@H](CN(C)Cc1ccc(C(=O)O)cc1)O2	-4
OC(CSc1ccccn1)CC(O)c1ccccc1 (stereo not drawn)	0
SMILES	NSD2 inh
Cc1noc(C)c1NC(=O)N(C)C[C@H]1Oc2cc(C#CCN(C)C)ccc2S(=O)(=O)N([C@H](C)CO)C[C@H]1C	-1
COc1ccccc1-c1ccc2c(c1)O[C@H](CN(C)C(=O)c1ccccc1)[C@@H](C)CN([C@H](C)CO)S2(=O)=O	0
CC(C)C#Cc1cnc2c(c1)C(=O)N([C@H](C)CO)C[C@@H](C)[C@H](CN(C)C(=O)c1ccccn1)O2	1
CCCN(C)C[C@@H]1Oc2cc(C#Cc3ccc(F)cc3)ccc2S(=O)(=O)N([C@@H](C)CO)C[C@@H]1C	15
C[C@H](CO)N1C[C@H](C)[C@H](CN(C)S(=O)(=O)c2cccs2)Oc2c(NC(=O)c3ccc(-c4nccs4)cc3)cccc2C1=O	-4
C[C@@H]1CN([C@H](C)CO)S(=O)(=O)c2ccc(C#Cc3ccccc3)cc2O[C@H]1CN(C)C(=O)Cc1ccccn1	1
CN1C(=O)CC(c2ccccc2)C1=O (stereo not drawn)	-6
C[C@@H]1CN([C@@H](C)CO)C(=O)Cc2cc(NC(=O)C3CCCCC3)ccc2O[C@H]1CN(C)CC1CCCCC1	-1
C[C@H](CO)N1C[C@H](C)[C@H](CN(C)Cc2ccccc2)Oc2ccc(NC(=O)Cn3cnnn3)cc2C1=O	5
Cc1cccc(-n2c3c(c(=O)[nH]c2=S)C(NC(=O)CN2CCCC2=O)(C(F)(F)F)C(=O)N3)c1 (stereo not drawn)	9
COc1ccc(S(=O)(=O)Nc2ccc3c(c2)CC(=O)N([C@@H](C)CO)C[C@H](C)[C@H](CN(C)Cc2ccc(C(=O)Nc4ccccc4N)cc2)O3)cc1	2
C[C@@H]1CN([C@@H](C)CO)C(=O)c2cccc(NS(=O)(=O)c3ccccc3)c2O[C@@H]1CN(C)CC1CCCCC1	1
C[C@H]1CN([C@@H](C)CO)C(=O)c2cc(NC(=O)c3ccncc3)ccc2O[C@H]1CN(C)C(=O)NC1CCCCC1	1
C[C@@H]1CN([C@H](C)CO)C(=O)c2cccc(NC(=O)Nc3cccc4ccccc34)c2O[C@@H]1CN(C)Cc1ccc2c(c1)OCO2	2
Cc1cc(NC(=O)/C=C\c2ccccc2)nc2c1c(=O)oc1ccccc12	6
COc1ccc(S(=O)(=O)Nc2ccc3c(c2)CC(=O)N([C@H](C)CO)C[C@H](C)[C@H](CN(C)S(=O)(=O)c2ccc(C)cc2)O3)cc1	-16
COc1ccc(CN(C)C[C@@H]2Oc3ccc(N(C)C)cc3CC(=O)N([C@H](C)CO)C[C@H]2C)cc1	0
Cc1noc(C)c1S(=O)(=O)Nc1ccc2c(c1)CC(=O)N([C@H](C)CO)C[C@@H](C)[C@H](CN(C)S(=O)(=O)c1ccc(F)cc1)O2	2
CC(C)CC#Cc1cnc2c(c1)C(=O)N([C@@H](C)CO)C[C@@H](C)[C@H](CN(C)C(=O)Nc1ccccc1F)O2	-1
C[C@@H]1CN([C@H](C)CO)C(=O)c2cccc(NS(=O)(=O)c3cn(C)cn3)c2O[C@H]1CN(C)Cc1ccc(C(F)(F)F)cc1	-4
C[C@@H]1CN([C@H](C)CO)C(=O)c2cc(C#CCC3CCCC3)cnc2O[C@H]1CN(C)S(=O)(=O)c1cccs1	0
C[C@H](CO)N1C[C@H](C)[C@H](CN(C)Cc2ccccn2)Oc2ncc(C3=CCCC3)cc2C1=O	4
C[C@H]1CN([C@@H](C)CO)C(=O)c2cc(NC(=O)NC3CCCCC3)ccc2O[C@@H]1CN(C)S(=O)(=O)c1ccccc1	4
COc1ccc(NC(=O)N(C)C[C@@H]2Oc3ccc(NC(=O)Nc4c(C)noc4C)cc3CC(=O)N([C@H](C)CO)C[C@H]2C)cc1	4
C[C@@H]1CN([C@H](C)CO)C(=O)c2cc(NS(C)(=O)=O)ccc2O[C@H]1CN(C)Cc1ccc2c(c1)OCO2	11
C[C@@H]1CCCCO[C@@H](CN(C)S(=O)(=O)c2ccccc2)[C@H](C)CN([C@H](C)CO)C(=O)c2cc(NC(=O)CCCN(C)C)ccc2O1	2
C[C@H](CO)N1C[C@H](C)[C@@H](CN(C)C(=O)CN2CCOCC2)Oc2ncc(-c3cncnc3)cc2C1=O	5
C[C@H](CO)N1C[C@H](C)[C@@H](CN(C)Cc2ccc3c(c2)OCO3)Oc2c(NS(=O)(=O)c3cn(C)cn3)cccc2C1=O	8
CC(C)OC(=O)N(C)C[C@@H]1OCc2cnnn2CCCC(=O)N([C@H](C)CO)C[C@H]1C	4
C/C=C/c1cnc2c(c1)C(=O)N([C@H](C)CO)C[C@H](C)[C@H](CN(C)Cc1cccc(C(=O)O)c1)O2	1

Four of these compounds, reformatted:
canonical_smiles: C[C@H]1CCCCO[C@@H](CN(C)C(=O)c2ccccc2)[C@@H](C)CN([C@@H](C)CO)C(=O)c2cc(NS(=O)(=O)c3cccs3)ccc2O1
  NSD2 inh: 3

canonical_smiles: C[C@H](CO)N1C[C@H](C)[C@H](CN(C)C(=O)C2CCOCC2)Oc2ncc(-c3cccc(F)c3)cc2C1=O
  NSD2 inh: 4

canonical_smiles: COCC(=O)N(C)C[C@H]1Oc2ncc(C#CC(C)(C)O)cc2C(=O)N([C@@H](C)CO)C[C@H]1C
  NSD2 inh: 36

canonical_smiles: C[C@H](CO)N1C[C@H](C)[C@H](CN(C)Cc2ccncc2)OCCCC[C@H](C)Oc2ccc(NC(=O)Nc3cccc4ccccc34)cc2C1=O
  NSD2 inh: 17

Seven entries from above, arranged by heavy-atom count, ascending.
SMILES	NSD2 inh
COc1ccccc1NC(=O)N[C@H]1C=C[C@H](CC(=O)N[C@H](C)c2ccccc2)O[C@@H]1CO	-1
COc1ccc(CN(C)C[C@@H]2Oc3ccc(N(C)C)cc3CC(=O)N([C@H](C)CO)C[C@H]2C)cc1	0
Cc1ccccc1-c1cnc2c(c1)C(=O)N([C@H](C)CO)C[C@@H](C)[C@@H](CN(C)C(=O)c1ccc(F)cc1)O2	-7
C[C@H](CO)N1C[C@H](C)[C@@H](CN(C)Cc2ccc3c(c2)OCO3)Oc2c(NS(=O)(=O)c3cn(C)cn3)cccc2C1=O	8
C[C@H](CO)N1C[C@H](C)[C@H](CN(C)Cc2ccc(C(=O)O)cc2)Oc2ccc(NS(=O)(=O)c3cn(C)cn3)cc2CC1=O	3
C[C@@H]1CN([C@H](C)CO)C(=O)c2cc(NC(=O)Nc3ccc4c(c3)OCO4)ccc2O[C@@H]1CN(C)C(=O)Nc1ccccc1	-3
C[C@H]1CN([C@@H](C)CO)C(=O)Cc2cc(NC(=O)CCCCCC(=O)Nc3ccccc3N)ccc2O[C@@H]1CN(C)CC1CC1	-1

The list is partial; the hit share may differ from the screen's.
